sdo1 growth: growth rescue of sdo1-depleted yeast, primary screen, S. cerevisiae, bone marrow failure model; S. cerevisiae sdo1-depleted JHY4D growth rescue, OD600 30 h; hits give high values; pdr5 snq2 efflux-pump mutant strain; z-score at 10 µM; hit rate 0.21% among 140,000; AID 817, 2007;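 active means z-score above 3 at both the 24 hr and the 30 hr optical density reads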;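 further: z-score against mean and SD of all compound wells on the same plate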
Insulin prom inh: inhibitors of insulin promoter-driven GFP, primary screen, imaging, TRM-6 cells (human fetal islet line), eGFP reporter, cell count; reporter expression induced with tamoxifen; inhibition, % at 2 µM; hit rate 0.9% among 130,000; AID 1273, 2008;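 active means inhibition above the mean plus 3 SD, with well images judged a real hit on visual review, cut at about 60% in these data, passing the limit was not always enough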
sdo1 growth Rescue 24 h: recorded beside sdo1 growth, whose call it bears; z-score; S. cerevisiae sdo1-depleted JHY4D growth rescue, OD600; measured here: growth rescue at 24 h;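 0 is the plate mean of compound wells and units are plate SD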
Starred values were filed as active, the others as inactive; i = inactive; . = no result given. Compounds were not picked by outcome (roughly 0.99% active in at least one column).

Compound,sdo1 growth Rescue 24 h,Insulin prom inh,sdo1 growth
CC(C)(C)c1ccc(C(CC(=O)O)NC(=O)CSc2ccccc2)cc1 (stereo not drawn),.,-5,.
CCOC(=O)C(C)(C)N(Cc1ccccc1C)S(=O)(=O)c1ccc(Cl)c([N+](=O)[O-])c1,0.03,7,-0.58
C/C(=N\Nc1nc(N2CCCCC2)nc(N2CCOCC2)n1)c1cccs1,.,22,.
COc1ccc(N2CCN(C(=O)Cn3cnc4c(cnn4-c4ccc(C)cc4)c3=O)CC2)cc1,.,-42,.
CC(C)C(C(=O)Nc1cccnc1)N1C(=O)c2ccccc2C1=O (stereo not drawn),0.99,10,0.73
COc1ccccc1Nc1nc(-c2ccc([N+](=O)[O-])cc2)nc2ccccc12,.,7,.
NC(=S)c1cc2ccc(O)cc2oc1=O,0.16,-4,0.65
O=[N+]([O-])c1cccc(C=Nc2cc3c(cc2Br)OCCO3)c1,0.97,-22,0.97
CCn1c(=O)cc(SCC(=O)Nc2cccnc2)c2ccccc21,0.86,-81,1
CCOC(=O)N1CCN(c2cc(N3CCN(CC)CC3)c(F)cc2[N+](=O)[O-])CC1C (stereo not drawn),0.41,30,0.64
COc1nc(N2CCCC2)nc(-n2nnc(C(C)=O)c2C)n1,.,20,.
C=CCNC(=O)C1CCN(S(=O)(=O)c2ccc(Br)cc2)CC1,1.3,.,1.2
CCn1c(COc2ccccc2)nc2ccccc21,-1.6,67,-0.99
COc1ccccc1N1CCN(C(c2ccccn2)c2nnnn2C2CCCCC2)CC1 (stereo not drawn),-0.09,57,-0.92
COc1ccc(N2CCN(c3nc(Cl)nc(Nc4ccc(F)cc4)n3)CC2)cc1,-0.74,.,-1.5

Ordered by formula weight (rising): some entries from above.
Compound,sdo1 growth Rescue 24 h,Insulin prom inh,sdo1 growth
CCn1c(COc2ccccc2)nc2ccccc21,-1.6,67,-0.99
CCOC(=O)N1CCN(c2cc(N3CCN(CC)CC3)c(F)cc2[N+](=O)[O-])CC1C (stereo not drawn),0.41,30,0.64
COc1ccccc1N1CCN(C(c2ccccn2)c2nnnn2C2CCCCC2)CC1 (stereo not drawn),-0.09,57,-0.92

(further entries)
Compound,sdo1 growth Rescue 24 h,Insulin prom inh,sdo1 growth
CCC(C)NC(=O)c1ccc(C(=O)c2ccccc2)cc1 (stereo not drawn),.,42,.
Cn1cc(Cl)c(C(=O)NC2CCCCCC2)n1,-1,12,-0.7
Cc1cc(C)c2nc(SCCC#N)nc(C)c2c1,-0.23,.,-0.26
CCc1ccc(C(=O)N2CCCC2)s1,0.02,-18,-0.05
COC(=O)c1ccc(COc2cccc3c2CCN(Cc2cccc(C)c2)C3=O)o1,-1.5,.,-2.2
C=CCNC(=S)Nc1cccc(NC(=S)NCC=C)c1,-0.41,-10,0.47
Cc1nc2c(-c3ccc(F)cc3)c(C)nn2c(C)c1CCC(=O)NCc1ccco1,-0.66,.,-0.23
Cc1ccc2cc(C(c3nnnn3C3CCCC3)N3CCN(c4ccccc4)CC3)c(=O)[nH]c2c1 (stereo not drawn),0.35,-100,-0.32
CCCCOc1[nH]c2nc(-c3ccco3)n(Cc3ccco3)c(=N)c2c1C#N,-0.65,.,-0.95
C(#CCN1CCOCC1)COCCCOC(c1ccccc1)c1ccccc1,-0.99,-8,-0.57
O=C(CSCc1nc2ccccc2[nH]1)Nc1ccccc1,0.67,3,0.95
CCOc1ccc2nc(N/C(N)=N/C(=S)Nc3cccc(C)c3)nc(C)c2c1,-0.28,.,-1.1
CCOC(=O)Cc1csc(NC(=O)CSc2nnnn2-c2ccc(CC)cc2)n1,-0.97,6,-1.4
Brc1ccc(Sc2cnc3ccccc3n2)cc1,0.52,-4,0.6
COc1ccccc1C1C=C(c2ccc(Cl)cc2)Nc2nc(NS(C)(=O)=O)nn21 (stereo not drawn),0.38,44,1.3

3 compounds out of the list above, arranged by their value in sdo1 growth, rising:
smiles,sdo1 growth Rescue 24 h,Insulin prom inh,sdo1 growth
CCOc1ccc2nc(N/C(N)=N/C(=S)Nc3cccc(C)c3)nc(C)c2c1,-0.28,.,-1.1
Cc1nc2c(-c3ccc(F)cc3)c(C)nn2c(C)c1CCC(=O)NCc1ccco1,-0.66,.,-0.23
O=C(CSCc1nc2ccccc2[nH]1)Nc1ccccc1,0.67,3,0.95

Additional entries follow.
Compound,sdo1 growth Rescue 24 h,Insulin prom inh,sdo1 growth
CC(C)c1ccc(NC(=O)C(c2ccccc2)N2CC(=O)Nc3ccccc32)cc1 (stereo not drawn),-0.19,-5,-1.1
CCCCN1C(=O)N(C)C2C1N(C)C(=O)N2CCCC (stereo not drawn),-0.16,38,0.82
O=c1c2cc(Br)ccc2nc(-c2ccc([N+](=O)[O-])cc2)n1O,.,-13,.
Cc1cccc(OCC(=O)Nc2cccc(C(=O)Nc3ccccc3C(=O)O)c2)c1,0.28,-38,0.61
CCOC(=O)c1c(-c2ccc(C)s2)csc1N,.,18,.
COc1ccc(CCN=C(N)NS(=O)(=O)c2ccc(C)c(C)c2)cc1,.,-27,.
Cc1ccc(C)c(OC(=O)c2ccncc2)c1,1.3,48,1.2
C=CCNC(=S)NNC(=O)c1ccc(OCC)cc1,0.62,-5,0.86
CC(C)(Nc1ccccc1)C(=O)c1ccccc1,0.27,30,0.39
Cc1cccc(NC(=O)CN(C)S(=O)(=O)c2ccc(Cl)cc2)n1,-0.78,-26,-0.45
CCCOc1ccc(C2C(C#N)=C(N)Oc3nc[nH]c(=O)c32)cc1OC (stereo not drawn),-0.18,31,-0.13
O=C(c1cccs1)N(Cc1ccco1)Cc1cc2ccccc2[nH]c1=O,0.49,.,0.38
COC(=O)Cn1c(=NC(=O)c2ccc(OC)cc2)sc2cc(OC)ccc21,0.09,.,-0.02
COc1cccc(NC(=O)CSc2nnc(Cn3nnc4ccccc43)n2C)c1,0.4,37,1.4
NS(=O)(=O)c1ccc(N2C(=O)C3C4CC(C(Br)C4Br)C3C2=O)cc1 (stereo not drawn),.,-11,.

3 of these compounds in a different format.
> Cc1cccc(NC(=O)CN(C)S(=O)(=O)c2ccc(Cl)cc2)n1
  sdo1 growth Rescue 24 h: -0.78	Insulin prom inh: -26	sdo1 growth: -0.45

> CCCOc1ccc(C2C(C#N)=C(N)Oc3nc[nH]c(=O)c32)cc1OC (stereo not drawn)
  sdo1 growth Rescue 24 h: -0.18	Insulin prom inh: 31	sdo1 growth: -0.13

> O=C(c1cccs1)N(Cc1ccco1)Cc1cc2ccccc2[nH]c1=O
  sdo1 growth Rescue 24 h: 0.49	Insulin prom inh: .	sdo1 growth: 0.38

The listing continues:
Compound,sdo1 growth Rescue 24 h,Insulin prom inh,sdo1 growth
Cc1nc(N2CCN(c3ccccn3)CC2)c2c(C)c(C(=O)Nc3ccc(F)cc3F)sc2n1,.,56,.
O=C(O)CCc1nnc2n(Cc3ccc(F)cc3)c(=O)c3ccccc3n12,0.81,.,0.76
Cc1ccc(Nc2nc(N)nc(CN3CCN(C)CC3)n2)cc1,-1.7,.,-1.1
CSCCC(NC(=O)c1ccccc1Br)C(=O)NCC1CCCCC1 (stereo not drawn),.,-18,.
O=C1CCCCN1CCc1c[nH]c2ccccc12,0.02,i,0.63
COc1ccc(-c2csc(NS(=O)(=O)c3ccc([N+](=O)[O-])cc3)n2)cc1,0.86,-22,0.87
CCOc1cc(OCC)cc(C(=O)Nc2cccc(C(C)=O)c2)c1,0.14,7,0.22
Cc1c(C(=O)Nc2ccccc2)sc2nc(-c3ccccc3)cn12,-0.17,26,-1.9
O=C(N1CCOCC1)N(CCN1CCOCC1)Cc1cccc2ccccc12,0.88,-56,0.91
C=CCn1c(SCC(=O)NC2CCS(=O)(=O)C2)nnc1-c1cc2c(s1)CCC(CC)C2 (stereo not drawn),-0.36,.,-0.1
NS(=O)(=O)c1ccc(NC(=O)C2CCCN(S(=O)(=O)c3ccc(F)cc3)C2)cc1 (stereo not drawn),0.07,-20,0.7
COc1ccccc1N1CCN(C(c2ccc(N(C)C)cc2)c2nnnn2CCc2ccccc2)CC1 (stereo not drawn),0.84,46,0.18
CCOC(=O)CSC1=C(C#N)C(c2ccccc2OC)CC(=O)N1 (stereo not drawn),-0.49,.,0.38
Cc1ccc(C(=O)c2cc([N+](=O)[O-])ccc2N2CCOCC2)c(C)c1,-0.38,-91,-0.65
Cc1ccc(NC(=O)CSc2nnc(COc3ccccc3C)o2)cc1,.,14,.

Other results:
Compound,sdo1 growth Rescue 24 h,Insulin prom inh,sdo1 growth
Cc1c(C(=O)Nc2ccc(Oc3ccccc3)cc2)sc2nc3n(c(=O)c12)CCC3,0.04,58,-0.26
COc1ccc(-n2nnnc2SCC(=O)N2CCOCC2)cc1,-0.38,.,0.43
CC(C)(C)c1ccc(C(=O)NCCCN2CCN(CCCNC(=O)c3ccc(C(C)(C)C)cc3)CC2)cc1,-0.46,-3,-0.42
Cc1cc(C)c(S(=O)(=O)Nc2ccc(OCC(=O)O)cc2)c(C)c1,-0.8,.,-0.27
Cc1ccc(-c2nnc(Oc3cccc(C)c3)c3ccccc23)cc1,-0.4,63,-0.75
Cc1ccc(C(=O)CC2(O)C(=O)N(Cc3ccc4c(c3)OCO4)c3ccccc32)cc1 (stereo not drawn),-1.7,.,-1.8
Cc1occc1-c1nnc(SCC(=O)c2ccc(F)cc2)n1Cc1ccco1,-0.42,14,-1.4
Cc1ccc(N(CC(=O)N2CCc3ccccc32)C2=NC(=O)CS2)cc1,1,0,0.91
CCc1ccc(OC)c(S(=O)(=O)Nc2ccccc2C)c1,-0.12,24,-0.49
c1ccn2c(SCc3ccc4c(c3)OCCO4)nnc2c1,.,0,.
Cc1ccc(-c2csc3nc(C)n(N)c(=O)c23)cc1,.,-67,.
C=CCNCCOCCOc1ccc(Cl)cc1C(C)(C)C,-0.6,7,-0.2
O=c1c2cn[nH]c2[nH]c(=S)n1-c1cccc2ccccc12,0.1,0,0.65
CC(C)(C)C(=O)Nc1ccc(S(=O)(=O)c2ccc(NC(=O)C(C)(C)C)cc2)cc1,0.08,75*,0.34
COc1cc(NC(=O)Cn2c(C)cc3ccccc3c2=O)cc(OC)c1OC,0.41,14,0.6

More compounds.
Compound,sdo1 growth Rescue 24 h,Insulin prom inh,sdo1 growth
CN1CCN(C(=O)c2cc3c(s2)-c2ccccc2S(=O)(=O)C3)CC1,-0.32,.,-0.08
Cc1ccc(NC(=O)c2ccc(C(C)(C)C)cc2)cc1-n1cnnn1,.,-8,.
CCn1c(NCc2ccccn2)nc2ccccc21,0.6,8,1.2
CCOC(=O)c1c(CN(CC)CC)oc2ccc(OC)cc12,0.26,-62,0.49
O=C(Nc1nnc(C2COc3ccccc3O2)o1)c1ccc(F)cc1 (stereo not drawn),-0.8,.,-0.89
CCCc1nc2oc3cc(OC)ccc3c(=O)c2c(=O)n1Cc1ccco1,-1.2,3,-1.2
COc1ccc(Cl)cc1C(=O)NNC(=O)CN1C(=O)C2CC=CCC2C1=O (stereo not drawn),.,25,.
COc1ccc([N+](=O)[O-])cc1NC(=S)NC(NC(=O)C(c1ccccc1)c1ccccc1)C(Cl)(Cl)Cl (stereo not drawn),-0.28,-62,-0.05
Cc1ccc(C)c2nc3sc(C(=O)N4CCCc5ccccc54)c(N)c3cc12,1.5,10,0.01
COc1ccc(N2CCN(Cc3nc4c(c(=O)n(C)c(=O)n4C)n3CC(C)=O)CC2)cc1,-0.58,33,0.12
O=C(CSc1nnc(CN2CCOCC2)n1-c1ccccc1)N1CCc2ccccc21,0.13,-38,0.66
Cc1ccc(CSc2nnc(-c3ccco3)o2)cc1,0.15,29,-0.27
COc1cccc(C2NC(=O)NC(C)=C2C(=O)Nc2ccccc2C)c1 (stereo not drawn),-0.89,.,-0.5
CCOC(=O)N1CCN(C(=O)Nc2sc3nc4n(c(=O)c3c2C)CCC(C)CC4)CC1 (stereo not drawn),-0.44,.,-0.1
CC(C)Cn1c(N)c(C(=O)COC(=O)c2cccc(Cl)c2)c(=O)n(C)c1=O,.,5,.

The list continues.
Compound,sdo1 growth Rescue 24 h,Insulin prom inh,sdo1 growth
CCn1c(N2CCN(S(=O)(=O)CC)CC2)nc2ccccc21,.,-42,.
CN(C)S(=O)(=O)c1ccc(C(=O)Nc2nc(-c3cc4ccccc4o3)cs2)cc1,-0.11,-8,-0.59
CCOC(=O)c1cc2sc(C)cc2n1CCCN1C(=O)c2ccccc2C1=O,-0.93,35,-0.71
CC(=O)c1cccc(NC(=O)N2CCCC2C(=O)NC2CCCCC2)c1 (stereo not drawn),-0.19,.,0.02
O=C(Nc1ccc(Cl)cc1C(=O)NCc1cccnc1)c1ccc(Cl)cc1Cl,-1.3,.,-1.6
CCOc1ccc2c3c(c(=O)oc2c1OCC)CCCC3,-0.91,16,-1.4
Cc1cc(O)c(C2=Nc3ccccc3SC(c3ccc(Cl)cc3)C2)c(=O)o1 (stereo not drawn),0.33,-6,-1.3
CC(C)NC(=O)CCS(=O)(=O)c1cccc2nonc12,-1.2,-18,-0.16
CCOC(=O)c1ccc2c(c1)N(CC(=O)N1CCCCC1)C(=O)C(C)(C)O2,1,-300,0.88
O=C(NCCc1ccccc1)c1ccc2c(c1)N(Cc1ccccc1)C(=O)CS2=O (stereo not drawn),0.51,.,0.38
CC(=O)Nc1cc2ccccc2oc1=O,.,35,.
CCn1cc(Br)c(-c2nc3ccccc3c(=O)n2N)n1,-0.04,0,0.51
Cc1ccccc1NS(=O)(=O)c1cc(S(C)(=O)=O)ccc1Cl,-0.06,13,0.12
CCOc1c(C(N)=O)cc([N+](=O)[O-])cc1[N+](=O)[O-],1.1,25,1.5

Screens: PubChem, several laboratories
